# Assay outcomes from PubChem BioAssay.
# bIAP inhibitor: bovine intestinal alkaline phosphatase inhibitors, primary screen, selectivity assay for TNAP inhibitor project, biochemical, bovine IAP, CDP-star luminescence | inhibition, % at 20 µM | purified bovine IAP, 30 min | 190,000 tested, under 10 active | alkaline phosphatase, intestinal [Bos taurus];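 active = over 50% inhibition of intestinal alkaline phosphatase at 20 µM in the single-dose screen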
#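 System: Purified bovine intestinal alkaline phosphatase (IAP) enzyme | Input: IAP diluted 1/65,000,000 in the well | Also added: CDP-star chemiluminescent phosphatase substrate, 30 µM final | Dosing: 20 µM single dose | Times: Enzyme reaction for 30 min at room temperature | Detection: Luminescence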
# PMI activator: activators of human PMI, primary screen, biochemical, fluorescence intensity, near-Km mannose 6-phosphate. 0.005% of 190,000 active. AID 1214, 2008. purified human PMI, coupled resazurin fluorescence, 20 min; stronger effect = higher value; 1 = vehicle control, 0 substrate-free wells. activation factor at 20 µM. Mannose-6-phosphate isomerase (Homo sapiens), P34949;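 active = activation factor of 2 or more at 20 µM, relative to plate controls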
# Target sequence (P34949 whole entry, looked up): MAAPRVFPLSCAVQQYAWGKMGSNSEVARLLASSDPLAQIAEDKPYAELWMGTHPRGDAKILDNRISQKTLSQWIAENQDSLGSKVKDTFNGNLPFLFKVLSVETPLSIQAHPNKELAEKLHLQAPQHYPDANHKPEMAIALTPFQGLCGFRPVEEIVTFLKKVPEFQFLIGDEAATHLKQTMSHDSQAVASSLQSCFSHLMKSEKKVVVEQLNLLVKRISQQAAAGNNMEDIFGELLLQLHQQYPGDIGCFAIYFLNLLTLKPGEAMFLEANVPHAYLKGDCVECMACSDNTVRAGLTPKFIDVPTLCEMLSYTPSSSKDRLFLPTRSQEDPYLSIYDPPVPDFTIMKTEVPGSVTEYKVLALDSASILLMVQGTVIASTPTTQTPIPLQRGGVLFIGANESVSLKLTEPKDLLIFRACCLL
# Diaph act CS: compounds boosting diaphorase resazurin reduction – biochemical, uHTS, resorufin fluorescence, counter-screen for diaphorase-coupled primary assays, primary screen; 0.005% of 190,000 active; Diaphorase/resazurin coupled assay, 16 min; stronger effect = higher value; 1 = vehicle wells, 0 = NADH-free wells; activation factor at 20 µM; AID 1229, 2008;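 active = diaphorase activity raised at least twofold by the compound at 20 µM; inactive = activation factor below 2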
#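 Material: Clostridium kluyveri diaphorase, purified enzyme; Quantity: enzyme 0.07 U/mL final; Medium: HEPES pH 7.4 buffer with MgCl2 and Tween 20; Dosing: single compound dose of 20 µM, 1% DMSO final; Schedule: 16 min reaction at room temperature; Measured by: red resorufin fluorescence at 544/590 nm excitation/emission.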
# bIAP activator: bovine intestinal alkaline phosphatase activators, primary screen, biochemical, bovine IAP, CDP-star luminescence. purified bovine IAP, 30 min; stronger effect = higher value; fold of DMSO-control signal, blank-subtracted. alkaline phosphatase, intestinal [Bos taurus]. activation factor at 20 µM. 0.17% of 200,000 active;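 active = activation factor of 2 or more at 20 µM, a signal rise over negative controls twice the positive control's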
# TNAP inh noacc: human TNAP enzyme inhibitors, primary screen, biochemical, luminescent, no phosphate acceptor, uHTS; 0.26% of 200,000 active; purified TNAP, CDP-star luminescence, 30 min; inhibition, % at 20 µM; AID 1012, 2008; Alkaline phosphatase, tissue-nonspecific isozyme (Homo sapiens), P05186;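 active = tissue-nonspecific alkaline phosphatase inhibition above about 50% at 20 µM in the single-dose screen, limit read from the data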;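 also: 0% = DMSO negative control and 100% = EDTA positive control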
# Target sequence (P05186 whole entry, looked up): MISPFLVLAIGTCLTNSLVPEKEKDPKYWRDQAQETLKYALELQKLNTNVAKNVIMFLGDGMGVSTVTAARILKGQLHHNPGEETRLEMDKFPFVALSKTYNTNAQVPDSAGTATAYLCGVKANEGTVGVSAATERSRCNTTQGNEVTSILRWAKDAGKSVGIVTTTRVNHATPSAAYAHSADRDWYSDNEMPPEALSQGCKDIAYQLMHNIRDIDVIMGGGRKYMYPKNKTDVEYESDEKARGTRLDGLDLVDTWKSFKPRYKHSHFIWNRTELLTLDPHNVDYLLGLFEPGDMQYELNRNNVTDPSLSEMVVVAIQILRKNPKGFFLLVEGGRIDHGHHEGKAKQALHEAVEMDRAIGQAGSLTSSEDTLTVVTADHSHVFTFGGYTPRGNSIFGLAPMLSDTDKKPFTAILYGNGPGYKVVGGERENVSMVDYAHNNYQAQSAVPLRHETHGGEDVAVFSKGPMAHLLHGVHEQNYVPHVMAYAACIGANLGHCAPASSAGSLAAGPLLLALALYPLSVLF
# TNAP act hi DEA: TNAP activators at high phosphate acceptor level, primary screen, biochemical, luminescence, uHTS; purified TNAP, CDP-star luminescence, 1 M DEA, 30 min; stronger effect = higher value; 0 = EDTA background, 1 = DMSO-only activity; Alkaline phosphatase, tissue-nonspecific isozyme (Homo sapiens), P05186; activation factor at 20 µM; 200,000 tested, under 10 active;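 active = activation factor at least 2 at 20 µM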
#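 Measured by: Luminescent substrate turnover signal | Test system: Human TNAP | Input: TNAP 1/800 final | Dosing: 20 µM single point | Schedule: 30 min, room temperature | Controls: EDTA wells as negative control, DMSO wells as positive control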
# Diaphorase inh: diaphorase inhibitors and chemical oxidizers, primary screen, counter-screen for diaphorase-coupled primary assays, biochemical, uHTS, resorufin fluorescence. inhibition, % at 20 µM. diaphorase resazurin-to-resorufin fluorescence, NADH, 16 min; bacterial (C. kluyveri) enzyme, not human. 0.69% of 190,000 active;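 active = primary screen inhibition at 20 µM above a set limit, cut at about 50% in these data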;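 also: plate controls were DMSO with full reaction for no effect and wells lacking NADH for full effect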
#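 System: Diaphorase enzyme from Clostridium kluyveri | Amount: Enzyme working solution with 0.14 U/mL diaphorase | Benchmarks: No-NADH positive control and DMSO neutral control | Signal: Fluorescence of resorufin formed from resazurin, Ex 544/Em 590 nm | Schedule: 16-min room-temperature incubation before reading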
# PMI act satM6P: human PMI activators, high substrate, primary screen, biochemical, fluorescence intensity, near-saturating mannose 6-phosphate | 0.34% of 190,000 active | coupled PMI enzyme assay, resazurin fluorescence, 20 min; stronger effect = higher value; 1 = untreated enzyme, 0 = substrate-free blank | Mannose-6-phosphate isomerase (Homo sapiens), P34949 | activation factor at 20 µM;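 active = activation factor of 2 or more at 20 µM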
#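 assay system = human phosphomannose isomerase with PGI, G6PDH, diaphorase coupling enzymes | quantity = 15 ng/mL PMI | incubation = enzyme reaction with compound 20 min at room temperature | medium = HEPES pH 7.4 buffer with MgCl2 and Tween-20 | compound dosing = one concentration, 20 µM, in 1% DMSO | measured by = Diaphorase-driven resazurin-to-resorufin fluorescence, excitation 544, emission 590 nm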
# Lmaj promast: Leishmania major promastigote growth inhibition, primary screen; Leishmania major promastigotes, resazurin fluorescence viability; inhibition, % at 10 µM; 9% of 200,000 active; in the data active = inhibition above about 50%;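 also: promastigotes grown with compound for 44 hours at 28 °C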
# TNAP inh hiacc: human TNAP enzyme inhibitors, primary screen, biochemical, luminescent, high phosphate acceptor level, uHTS. Alkaline phosphatase, tissue-nonspecific isozyme (Homo sapiens), P05186. purified TNAP, CDP-star luminescence, 1 M DEA. inhibition, % at 20 µM. 0.03% of 200,000 active. AID 1135, 2008;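 active = over 50% inhibition of tissue-nonspecific alkaline phosphatase at 20 µM in the single-dose screen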;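 also: plate controls were DMSO wells for no effect and EDTA-quenched wells as full inhibition for full effect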
# Numbers without * were called inactive; / = not tested or not shown.
smiles	bIAP activator	PMI activator	Lmaj promast	TNAP inh hiacc	bIAP inhibitor	Diaphorase inh	Diaph act CS	TNAP inh noacc	PMI act satM6P	TNAP act hi DEA
C=CCN(C(=O)CSC1=NC(=O)CN1C(C)=O)c1nc(C)c(-c2ccccc2)s1	1	1.1	89*	5	-4	-8	1.1	-14	1.1	0.9
O=C(Cc1c(Cl)cccc1Cl)OCC(=O)N1CCN(C(=O)c2ccco2)CC1	1.2	1.1	-4	-1	-15	-8	1.1	-6	1.1	1
O=C(Nc1ccccc1C(=O)O)c1ccccc1	1	1.1	-3	-8	-1	7	0.9	-26	1.1	1.1
CCn1c(=O)cc(SCC(=O)N(C)Cc2ccccc2)c2ccccc21	0.9	1	7	-4	7	17	0.8	-10	1	1
Cc1nn(-c2ccccc2)c2c1C(c1ccc(F)cc1)C(C#N)=C(N)O2 (configuration not stated)	0.9	1.1	5	4	10	16	0.8	-2	1	1
N#Cc1c(N)n(CCNC(=O)c2cccs2)c2nc3ccccc3nc12	0.9	0.8	2	-5	6	24	0.8	-12	0.8	1.1
COc1ccc(OC)c(-n2c(SCC(=O)NCc3ccco3)nnc2-c2c[nH]c3ccccc23)c1	1.4	0.9	96*	-7	-43	31	0.7	-23	0.9	1.1
CCCOc1ccc(C(=O)NCC(c2ccco2)N(C)C)cc1 (configuration not stated)	0.9	0.9	2	3	6	2	1	9	1	1
O=C(C[n+]1ccccc1)Nc1c(Cl)cc(Cl)cc1Cl	0.9	1	3	-10	10	-8	1.1	-4	0.8	1.1
COc1ccccc1OCCCOc1c(C)cc(C)cc1Br	0.9	0.8	37	-2	13	20	0.8	-20	0.9	1
O=C(CNC(=O)/C=C/c1ccccc1)N=Nc1c(O)n(Cc2ccccc2)c2ccccc12	0.9	0.9	10	1	7	10	0.9	-5	1	1
COCCN(C(=S)Nc1cccc(C)c1)C(C)c1cccs1 (configuration not stated)	1	0.9	2	1	1	10	0.9	-7	1	1
Cc1oc(-c2ccccc2F)nc1CN1CCC(C(=O)NCCC2=CCCCC2)CC1	1.3	1	28	-5	-35	0	1	-18	1	1.1
O=C(Nc1ccc2c(c1)OCO2)c1cccc2c1C(=O)N(C1CCCCC1)C2	1	1	6	-3	4	13	0.9	-13	1	1
CC(C)Cc1ccc(C(C)C(=O)Nc2ccc(O)cc2)cc1 (configuration not stated)	1	0.8	1	-7	-4	38	0.6	-10	0.8	1.1
CC1CC(C)(C)NC(=S)N1CCC(=O)N1CCc2ccccc21 (configuration not stated)	0.8	1.1	20	4	19	10	0.9	4	1	1
O=C(NC12CC3CC(CC(C3)C1)C2)C1=COCCO1	0.9	1	-1	-6	13	14	0.9	-13	1	1.1
CN(C)/C=C1/C(=O)Nc2ccccc21	0.9	1	-1	3	8	6	0.9	-4	1	1
C=CCOC(=O)c1cc(-c2ccc(/C=C3\C(=O)NC(=O)C(C#N)=C3C)o2)ccc1Cl	1.1	1	86*	-4	-8	42	0.6	-1	1.4	1
N#CCCn1cc(C=C(C#N)C#N)c(-c2ccc(Cl)cc2)n1	1	1.1	6	-4	-3	-14	1.1	-17	1	1
Cc1csc(NC(=O)CCn2c(=O)oc3ccccc32)n1	0.9	1.1	1	-2	6	12	0.9	-11	1	1
CCOc1ccc(/C=N/NC2=NCCCCC2)cc1	1.1	1.5	19	-3	-7	-2	1	-4	1.3	1
Clc1ncc(Cn2cccn2)s1	1.1	1	-8	-4	-9	-12	1.1	-10	1	1
c1ccc(Cn2ccnc2-c2ccco2)cc1	0.9	1	-7	-9	5	10	0.9	-13	1	1.1
O=C1CN(C(=O)COc2ccccc2)CCN1	0.9	1.1	-3	2	10	0	1	-3	0.8	1
Cc1c(N=C2SCC(=O)N2/N=C\c2ccc(Br)cc2)c(=O)n(-c2ccccc2)n1C	1	0.9	76*	1	2	6	0.9	5	1	1
C=CCOC(=O)C(=O)/C=C/c1ccc2c(c1)Cc1ccccc1-2	1	1	1	-10	5	34	0.7	-4	1	1.1
O=c1cc(NCc2ccco2)c2ccccc2o1	0.8	1	1	2	15	11	0.9	-7	1	1
Cc1cc(Cl)ccc1Oc1nc(-c2ccccc2)ncc1S(C)(=O)=O	1	0.9	0	-2	2	-1	1	5	1	1
Cc1ccc(C)c(NC(=O)CSc2n[nH]c(-c3ccncc3)n2)c1	1	0.9	-3	3	4	15	0.9	-4	1	1

# An excerpt from above in order of the bIAP inhibitor value, descending.
Structure	bIAP inhibitor
CN(C)/C=C1/C(=O)Nc2ccccc21	8
Cc1cc(Cl)ccc1Oc1nc(-c2ccccc2)ncc1S(C)(=O)=O	2
COCCN(C(=S)Nc1cccc(C)c1)C(C)c1cccs1 (configuration not stated)	1

# (more compounds)
smiles	bIAP activator	PMI activator	Lmaj promast	TNAP inh hiacc	bIAP inhibitor	Diaphorase inh	Diaph act CS	TNAP inh noacc	PMI act satM6P	TNAP act hi DEA
O=C(O)CSCCc1ccccn1	1	1	-4	-2	0	11	0.9	4	1	1
COc1cc(NC(=O)CN2C(=O)C(c3ccccc3)=NC23CCCCCC3)cc(OC)c1	0.9	0.8	33	-4	12	24	0.8	-10	0.9	1
Cc1ccc(C(=O)C2OC(=O)C(C)(C)C(=O)C2(C)C)cc1 (configuration not stated)	1	0.9	-3	1	2	0	1	-4	1	1
COC(=O)C(CCSC)NC(=O)CNS(=O)(=O)c1ccc(Cl)cc1 (configuration not stated)	1.1	1	-3	0	-11	0	1	-3	0.9	1
CCOc1ccc(Cc2nnc(SCC(N)=O)n2C)cc1	1	1	-5	1	0	11	0.9	-9	1	1
O=C(Cn1nnc(-c2ccc(F)cc2)n1)OCC(=O)c1ccccc1	1.2	1.4	-13	-8	-15	-8	1.1	-86	1.2	1.1
COCCN1C(=O)N[C@H](c2cccc(C(F)(F)F)c2)C(C(=O)OC)=C1C	0.9	1.1	12	1	8	-5	1.1	-6	1.1	1
CC(C)(C)c1ccc(-c2nnc(NC(=O)c3ccccc3)s2)cc1	1	1	12	-3	0	9	0.9	-2	1	1
O=C(N=C1N=C2C=CC=CN2Cc2ccccc21)c1ccc(S(=O)(=O)N2CCOCC2)cc1	1	1.1	5	-5	0	6	0.9	-4	1.1	1.1
O=C(Cn1cc(S(=O)(=O)Cc2ccccc2)c2ccccc21)Nc1ccccc1	1	0.9	44	-2	-2	17	0.8	-6	0.9	1
O=C(N/N=C/c1ccc(Cl)cc1Cl)C(=O)NC1CC1	1	0.9	-10	-4	-1	0	1	-31	0.9	1
COc1ccc(Nc2c(-c3ccc(OC)cc3)nc3cnccn23)cc1	0.9	0.9	4	-4	9	15	0.9	-14	0.9	1
CCOc1ccc(C(=S)NC2CCCCC2)cc1	0.9	1	-1	-4	8	-2	1	-9	1	1
Cc1occc1C(=O)N/N=C/c1ccc(Cl)c([N+](=O)[O-])c1	0.4	0.9	4	4	/	8	0.9	-13	1	1
Nc1nc(CSc2nnnn2-c2ccc(Cl)cc2)nc(N2CCOCC2)n1	0.9	1.1	1	-3	12	0	1	-13	1	1
CC(C)(CO)NS(=O)(=O)c1ccc2c(c1)C(=NO)c1cc(S(=O)(=O)NC(C)(C)CO)ccc1-2	1	1.1	-9	-2	-5	-9	1.1	0	1.1	1
Cc1ccc(C(=O)N/C(=C\c2ccc(C(C)C)cc2)C(=O)NCCCN2CCOCC2)cc1	1.1	1	67*	-8	-13	-4	1	-3	1.1	1.1
O=C(c1nnc(-c2ccccc2)o1)C1CC1	0.9	1	3	-8	11	7	0.9	-15	1	1.1
Cc1cccc(NC(=S)NCCN2CCOCC2)c1C	0.9	0.9	-9	0	15	6	0.9	-10	1	1
O=C(CSc1n[nH]c(=O)[nH]c1=O)N/N=C/c1ccccc1	0.9	1.1	56*	-4	8	8	0.9	-7	1.1	1
C=CCN(CC=C)C(=S)NC(=O)/C=C/c1ccc(OC)cc1	1	1	-3	-1	-4	0	1	2	1	1
COCCn1c(C)cc(C(=O)COC(=O)c2ccc3c(c2)NC(=O)CS3)c1C	0.4	1.1	0	0	/	2	1	-9	1	1
COc1ccc(NC(=O)CN2CCN(CC(=O)Nc3ccccc3Cl)CC2)c(OC)c1	1	1	-1	2	4	8	0.9	-8	1	1
Cc1ccc2nc3c(cc(C#N)c(=N)n3Cc3cccnc3)c(=O)n2c1	1.2	/	10	-2	-23	/	/	-14	/	1
CC(C)NC(=O)c1cnn2c1NC(c1cccs1)CC2C(F)(F)F (configuration not stated)	0.8	0.9	6	-5	17	17	0.8	-13	1	1.1
CC1CN(CCCCOc2ccc(C(C)C)cc2)CC(C)O1 (configuration not stated)	0.9	1	91*	-7	6	16	0.8	-15	1	1.1
Cn1nnnc1SCC(=O)c1ccc2c(c1)OCCO2	1	1	-8	-4	3	-6	1.1	-4	1	1
Nc1ccccc1-c1nnc(SCc2ccccc2F)[nH]c1=O	1	1	-2	-2	4	8	0.9	-2	1.1	1
O=C(Cc1ccccc1)NCC(=O)OCC(=O)c1ccc(Cl)c([N+](=O)[O-])c1	0.9	1	-4	-2	12	10	0.9	-8	1	1
O=C(NCc1ccco1)c1csc2c1CCCCC2	1	0.9	2	-2	-1	7	0.9	-9	1	1

# The order is random; about 10% have a hit in one of these screens.
